Screening results from PubChem.
GLS inh = blocks human kidney-isoform glutaminase activity; O94925; GLS enzymatic activity, qHTS titration; Potency, µM (doses to about 45.5 µM), for the others: at the highest dose activity change, negative = inhibition, usual class: inhibitors; actives 0.21% (n = 410,000); note: % is set by controls: 0 for no effect and ±100 for the full control effect
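Coupled fluorescence readout: glutamate oxidase/HRP/Amplex Red detect glutamate formed by hKGA from L-glutamine (1 mM solution added). Buffer 45 mM KH2PO4 pH 8.2, 0.02% Tween-20; reads at t0 and 30 min RT.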
BAZ2B inh = inhibitors of human BAZ2B bromodomain. Q9UIF8. AlphaScreen BAZ2B-H3K14Ac peptide displacement. Potency, µM (top dose mostly 114 µM), for the others: at the highest dose activity change, negative = inhibition, actives largely listed as inhibitors. actives 4.4% (n = 360,000); note: % is set by controls: 0 for no effect and ±100 for the full control effect; nearly all actives have a fitted effect of over 60% in size
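AlphaScreen displacement: compounds (up to 110uM) incubated 30 min at room temperature with a preformed 50 nM BAZ2B/50 nM biotinylated H3K14Ac peptide complex in PBS pH 7.4 with Tween-20. Donor and acceptor beads at 10 ug/mL final added, 20 min light-protected before reading.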
POLI inh = DNA polymerase iota (human) inhibition; Q9UNA4; Pol iota fluorescent replication assay, 10 min; Potency, µM (top dose mostly 115 µM), for the others: at the top dose activity, negative = inhibition, hits mostly inhibitors; actives 1% (n = 390,000)
Target sequence (Q9UNA4 whole entry, looked up): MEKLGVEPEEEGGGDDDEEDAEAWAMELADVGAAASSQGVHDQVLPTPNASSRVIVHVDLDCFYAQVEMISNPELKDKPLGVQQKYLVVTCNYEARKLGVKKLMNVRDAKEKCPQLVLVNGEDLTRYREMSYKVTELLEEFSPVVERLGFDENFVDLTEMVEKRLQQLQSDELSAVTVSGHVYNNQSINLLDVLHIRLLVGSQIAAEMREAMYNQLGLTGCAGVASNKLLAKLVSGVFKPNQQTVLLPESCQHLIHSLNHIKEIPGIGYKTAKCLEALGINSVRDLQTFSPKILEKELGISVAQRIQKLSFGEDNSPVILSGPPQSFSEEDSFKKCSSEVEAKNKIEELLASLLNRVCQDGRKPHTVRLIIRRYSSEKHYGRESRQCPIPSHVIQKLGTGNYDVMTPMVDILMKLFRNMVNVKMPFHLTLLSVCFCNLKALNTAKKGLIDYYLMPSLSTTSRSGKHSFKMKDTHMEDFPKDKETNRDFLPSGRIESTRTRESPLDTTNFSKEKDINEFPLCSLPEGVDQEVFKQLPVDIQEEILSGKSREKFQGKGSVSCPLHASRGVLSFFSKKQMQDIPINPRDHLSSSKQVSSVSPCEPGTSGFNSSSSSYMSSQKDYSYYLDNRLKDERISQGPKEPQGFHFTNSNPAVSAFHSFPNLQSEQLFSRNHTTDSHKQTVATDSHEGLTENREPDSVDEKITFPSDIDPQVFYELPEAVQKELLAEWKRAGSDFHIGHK
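Fluorescent replication assay read twice, at 0 min and 10 min after adding 50 nM (final) substrate. Enzyme (10 nM) and compounds were first incubated 15 min at room temperature; enzyme-free buffer wells were negative controls.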
HP1b chromo inh = inhibitors of HP1-beta chromodomain binding to methylated histone tails. AID 540317. P83916. AlphaScreen HP1-beta / biotin-H3K9me3 peptide binding. actives 0.56% (n = 390,000). Potency, µM (doses to about 114 µM), without a hit: at the highest dose activity change, negative = inhibition, actives largely listed as inhibitors; note: nearly all actives have a fitted effect of over 70% in size; inactives centre near 23
Target sequence (P83916 whole entry, looked up): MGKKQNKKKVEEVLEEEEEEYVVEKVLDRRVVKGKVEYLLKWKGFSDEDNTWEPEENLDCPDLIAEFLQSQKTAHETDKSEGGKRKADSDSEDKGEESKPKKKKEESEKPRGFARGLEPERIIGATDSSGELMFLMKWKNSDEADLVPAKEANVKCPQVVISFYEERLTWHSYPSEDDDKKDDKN
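HP1-beta protein (50 nM final) preincubated 30 min at room temperature with biotinylated H3(1-18)K9me3 peptide (50 nM) in PBS pH 7.4, 0.01% Tween-20, then compound added for 30 min. AlphaScreen streptavidin donor/nickel chelate acceptor beads (10 ug/mL final), 30 min dark, luminescence read.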
Pin1 inh = blocks the human prolyl isomerase Pin1; Pin1 FP peptide displacement, HiFluor488, 10 min; Potency, µM (series often up to 115 µM), without a hit: at the highest dose activity, negative = inhibition, usual class: inhibitors; actives 0.009% (n = 390,000); active = well fitted inhibition curve with a large enough effect in the polarisation, with a control signal flat, not every such curve was filed as active; inconclusive = small, poorly fitted or top-dose-only effect, or effect the other way, or a change in a side signal; inactive = no such curve, though single readings can be large or run the other way; the % refers to the polarisation; note: % is set by controls: 0 for no effect and ±100 for the full control effect
PGK inhibitor = blocks T. brucei phosphoglycerate kinase | PGK/GAPDH coupled, Kinase-Glo luminescence, 60 min | actives 0.043% (n = 380,000) | AID 602233 | Potency, µM (doses to about 57.5 µM), for inactives: at the highest dose activity change, negative = inhibition, hits mostly inhibitors; note: % is set by controls: 0 for no effect and ±100 for the full control effect; nearly all actives have a fitted effect of over 60% in size
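Recombinant glycosomal PGK reaction used 1,3-bisphosphoglycerate generated in-well by GAPDH (100nM final) in 100mM TEA pH 7.6, 5mM MgCl2, 0.01% Tween-20. After 60 minutes at room temperature, ATP was read by Kinase-Glo Plus luminescence end-point.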
JMJD2A Tudor inh = blocks the human JMJD2A Tudor domain. O75164. AlphaScreen JMJD2A-Tudor / H3K4me3 peptide binding. Potency, µM (top dose mostly 114 µM), inactives show top-dose activity change, negative = inhibition, actives largely listed as inhibitors. actives 4.4% (n = 390,000); note: % is set by controls: 0 for no effect and ±100 for the full control effect; nearly all actives have a fitted effect of over 50% in size
G9a inh = inhibitors of human histone lysine methyltransferase G9a; G9a H3K9 monomethylation, AlphaScreen, 2 h; Potency, µM (highest dose often 102 µM), for inactives: at the highest dose activity, negative = inhibition, usual class: inhibitors; actives 8.8% (n = 350,000); note: % is set by controls: 0 for no effect and ±100 for the full control effect; nearly all actives have a fitted effect of over 75% in size
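G9a (20 nM) was preincubated 15 min with compound, then reacted 2 h at room temperature with 500 nM biotin-H3K9 peptide and 20 µM SAM. Monomethyl-H3K9 detected by AlphaScreen using anti-H3K9me1 antibody.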
BLM helicase inh = blocks DNA unwinding by human BLM helicase | recombinant BLM DNA unwinding, fluorescence dequenching | Potency, µM (titrated, usually from 56.1 µM), without a hit: at the top dose activity change, negative = inhibition, usual class: inhibitors | actives 0.2% (n = 350,000) | AID 2528;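 note: plate controls were vehicle for no effect and no enzyme for full effect; nearly all actives have a fitted effect of over 35% in size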
The depositor's hits bear a star; i = inactive; ? = inconclusive; nt = not tested or not shown; & = joins results of further samples; [ ] = another dose, or the depositor's remark. Unless noted, calls come from the whole dose curve; as a rule, active = well fitted curve in the direction sought with a large enough effect; inconclusive = small, poorly fitted or top-dose-only effect, or another doubt; inactive = no such curve, though single readings can be large; an effect the other way counts as inactive or inconclusive. Potency is the fitted concentration of half-maximal effect. A portion of the library, so the mix of outcomes need not match the whole.

Below each SMILES – GLS inh, BAZ2B inh, POLI inh, HP1b chromo inh, Pin1 inh, PGK inhibitor, JMJD2A Tudor inh, G9a inh, BLM helicase inh
- Cc1ccc(NC(=O)CC2CS(=O)(=O)CC2CC(=O)Nc2ccc(C)c(C)c2)cc1C (stereo unspecified)
  -17%, 9%, 0%, 63%[activator], 6%, -9%, -5%[11.4 µM], 31%, -2%
- CCc1cccc2c(C(=O)C(NCCOC)c3ccccc3)c[nH]c12 (stereo unspecified)
  13%, -1%, 25%, -23%, -1%, 2%, -20%, 10%, -4%
- Cc1ccc(OC(=O)CCN2C(=O)c3ccccc3C2=O)cc1C
  2%, 68%[activator], 65%[activator], 32%[activator], 2%, -13%, 4%, -9%, -8%
- COC(=O)c1ccc(NC(=O)c2cccnc2)cc1
  -2%, -4%, -4%, 36%, 1%, i, 3%, 6%, -9%
- O=C(Nc1cccnc1)c1cccc(S(=O)(=O)Nc2cccc(Cl)c2)c1
  1%, ?, 7%, 31%, 3%, -5%, -21%, 18%[12.7 µM], nt
- COC(=O)c1nc(Cl)c(Cl)c(N)c1Cl
  -20%, -2%, 146%[activator], 43%, 1%, -7%, 1%, 5%, -2%
- CC1(C)Cc2c(C#N)c(N3CCOCC3)nc(Cc3ccccc3)c2CO1
  -6%, 24%, -10%, 101%[activator], -6%, -1%, -14%, 46%, -5%
- N#CCc1nn2c(-c3ccccc3)ccnc2c1C#N
  -2%, 4%, 56%[activator], 42%[activator], 1%, -4%, 2%, 31%[0.501 µM], -8%
- Cc1ccc(N=C2S/C(=C\c3cn(CC(=O)O)c4ccccc34)C(=O)N2C)cc1
  4%, ?, -5%, -9%, 77%[activator], -9%, -24%, 79µM*, 6%
- Cc1c(O)nc(SC2CC(=O)N(c3cc(Cl)cc(Cl)c3)C2=O)[nH]c1=O (stereo unspecified)
  -15%, nt, -12%[58.9 µM], 25%, 0%, -5%, -11%, nt, nt
- NC(=S)Nc1cccc(Cl)c1
  -1%, -3%, 12%, 4%, 0%, 8%, -7%, 13%[2.33 µM], -5%
- CO/N=C\c1cc(C(=O)c2ccc(Cl)cc2Cl)cn1C
  -14%, -20%, 22%, 21%, 1%, i, -24%, -25%, -6%
- O=C(Nc1ccc(F)cc1F)Nc1sccc1-c1nc2ccccc2s1
  -3%, 9%, 23%, 80%[activator], 21%, -7%, 4%, 47%, -12%
- CC(C)N(Cc1ccccc1)C(=S)Nc1ccccc1F
  -1%, 4%, -22%, -5%, -3%, -3%, -5%, 27%, -2%
- COc1ccc(N(CC(=O)N/N=C/c2ccccc2OC)S(=O)(=O)c2ccccc2)cc1
  3%, -12%, 33%[activator], -24%, 5%, 1%, -26%, -4%, -8%
- Cc1nnc(SCC(=O)NNC(=O)c2ccco2)n1-c1ccccc1
  -1%, 4%, 125%[activator], 49%[activator], -1%, -7%, -1%, -13%[0.501 µM], -1%
- Cc1cccc(OCC(=O)N/N=C\C=C\c2ccc3c(c2)OCO3)c1C
  ?, 1%, 5%, 32%, 3%, -4%, -20%[11.4 µM], 39%[12.7 µM], -4%
- O=c1cc(CCl)nc(Cc2c(Cl)cccc2Cl)[nH]1
  -8%, nt, 120%[activator], 2%, 2%, -6%, 3%[57.1 µM], nt, nt
- CCOC(=O)CC1C(=O)NCCN1S(=O)(=O)c1ccc(Cl)cc1Cl (stereo unspecified)
  -1%, -7%, 19%, 61%[activator], -7%, i, -7%[57.1 µM], 7%[59 µM], -6%
- Cc1ccc(NC2=C(NCCO)C(=O)c3ccccc3C2=O)cc1
  17%, 14µM*, 20µM*, ?, 4%, -8%, 50µM*, 11µM*, -14%
- CO[C@H]1C[C@@H]2CC[C@@H](C)[C@@](O)(O2)C(=O)C(=O)N2CCCC[C@H]2C(=O)O[C@H]([C@H](C)C[C@@H]2CC[C@@H](O)[C@H](OC)C2)CC(=O)[C@H](C)/C=C(/C)[C@@H](O)[C@@H](OC)C(=O)[C@H](C)C[C@H](C)C=C/C=C\C=C/1C
  nt, nt, -1%, 16%, 9%, nt, -35%, nt, nt
- CCCSCCCNC(=O)c1ccc(C)c(NC(=O)c2nsc3ccccc23)c1
  -3%, 9%, -1%, 14%[57 µM], -7%, 3%, -8%, 9%[59 µM], 0%
- N#Cc1cc2c(nc1SCc1cccnc1)CCC2
  10%, -4%, -12%, 21%, 3%, 4%, -3%, -3%[12.7 µM], -4%
- CCc1c(O)nc(SCc2ccc(F)cc2)[nH]c1=O
  3%, -27%, 95%[activator], 60%[activator], -2%, 7%, -9%, -6%, -1%
- N/C(=N\OC(=O)c1cccs1)C1(c2ccc(Cl)cc2Cl)CC1
  2%, 9%, 37%[activator], 40%, 3%, -3%, -3%, 79%[activator], -5%
- O=C1CC(c2ccccc2F)c2c(c3ccccc3[nH]c2=O)O1 (stereo unspecified)
  -11%, -11%, 4%, 38%, -14%, i, -36%, nt, -1%
- CSCCC(=O)Nc1ccc(C(C)=O)cc1
  0%, nt, 32%[activator], 6%, 3%, -2%, -15%, -11%[59 µM], -1%
- CC[N+](CC)(CC)CC(=O)Nc1c(C)cccc1C
  -4%, nt, 8%[58.9 µM], 18%, -6%, 1%, -24%, 20%[12.7 µM], 0%&1%&-9%
- CC1=CC(C)C2COC(c3ccc[n+](C)c3)C1C2C (stereo unspecified)
  -5%, -34%, -14%, -2%, -1%, -9%, 1%, 7.1µM*, -7%
- Cc1ccc(C)c(NC(=O)CN2C(=O)NC(CCc3ccccc3)C2=O)c1 (stereo unspecified)
  -4%, nt, 36%[activator], 28%, -4%, -5%, -2%, nt, nt

Some entries already given, showing only JMJD2A Tudor inh and PGK inhibitor:
mol,JMJD2A Tudor inh,PGK inhibitor
COC(=O)c1ccc(NC(=O)c2cccnc2)cc1,3%,i
N#CCc1nn2c(-c3ccccc3)ccnc2c1C#N,2%,-4%
CC(C)N(Cc1ccccc1)C(=S)Nc1ccccc1F,-5%,-3%

Further structures follow.
Below each SMILES – GLS inh, BAZ2B inh, POLI inh, HP1b chromo inh, Pin1 inh, PGK inhibitor, JMJD2A Tudor inh, G9a inh, BLM helicase inh
- CCOc1ccc(CN(C(=O)/C=C/c2ccco2)C2CCS(=O)(=O)C2)cc1 (stereo unspecified)
  -22%, ?, ?, 20%, -4%, -5%, -32%, 45µM*, -10%
- CC(C)c1ccc(NC(=O)CN2C(=O)NC(Cc3c[nH]c4ccccc34)C2=O)cc1 (stereo unspecified)
  -5%, -2%, ?, 24%, ?, -8%, -12%, -3%[59 µM], nt
- CCN(CC)C(=O)CSc1nnc([C@H](CCSC)NC(=O)OC(C)(C)C)o1
  3%, -2%, 0%, 9%, -3%, -9%, -1%, 1%, 2%
- O=C(COc1ccc([N+](=O)[O-])cc1)NC(C(=O)O)C(O)c1cccc([N+](=O)[O-])c1 (stereo unspecified)
  -6%, -3%, 119%[activator], 44%[activator], -2%, 3%, -6%, -3%, -1%
- COc1ccccc1CNC(=O)COC(=O)C1=COCCO1
  1%, 6%, 28%, 20%, 2%, -9%, -2%, -3%, 0%
- O=C(NCCCN1CCCC1)c1ccc2c(Cl)c3c(nc2c1)CCCC3
  ?, -16%, 49%[activator], -10%, -12%, 2%, -26%, ?, -2%
- Cc1c(C)n2c(SCC(=O)N3CCCC3)nnc2[nH]c1=O
  -6%, -4%, ?, 20%, -6%, -10%, 2%, 6%[59 µM], nt
- Cc1cc(=O)[nH]c2nnc(SCCC(C)C)n12
  8%, 0%, 17%, 31%, 3%, 5%, 0%, 10%[59 µM], 1%
- CC(C)C(=O)Nc1ccc(NC(=O)c2ccco2)cn1
  3%, ?, 27%, 53%, -13%, i, -7%, 35µM*, -10%
- O=C(Nc1ccccc1)Nc1ncc([N+](=O)[O-])s1
  9%, ?, 21%, -1%[57 µM], 20%, -5%, -31%, 45µM*, -8%
- NC(=O)CC(NC(=O)Cc1cccc2ccccc12)c1ccc(N2CCN(c3ccccn3)CC2)c([N+](=O)[O-])c1 (stereo unspecified)
  -5%, ?, ?, 29%, 20%, -1%, -26%, ?, -3%
- COc1cc(/C=C/CN2CCC(CO)(CC3CCCCO3)CC2)ccc1O (stereo unspecified)
  ?, -24%, 73%[activator], 2%, 20%, -3%, -16%, 56µM*, -4%
- COc1ccc(OC)c(C2N(c3ccc(Cl)cc3)C(=O)C3CCCN32)c1 (stereo unspecified)
  ?, -5%, 10%, 33%, 9%, -7%, -8%, -26%, -5%

3 structures out of the list, ordered by SMILES length, low to high:
Below each SMILES – GLS inh, BAZ2B inh, POLI inh, HP1b chromo inh, Pin1 inh, PGK inhibitor, JMJD2A Tudor inh, G9a inh, BLM helicase inh
- COc1ccccc1CNC(=O)COC(=O)C1=COCCO1
  1%, 6%, 28%, 20%, 2%, -9%, -2%, -3%, 0%
- O=C(Nc1ccccc1)Nc1ncc([N+](=O)[O-])s1
  9%, ?, 21%, -1%[57 µM], 20%, -5%, -31%, 45µM*, -8%
- CC(C)c1ccc(NC(=O)CN2C(=O)NC(Cc3c[nH]c4ccccc34)C2=O)cc1 (stereo unspecified)
  -5%, -2%, ?, 24%, ?, -8%, -12%, -3%[59 µM], nt
